Compound activity (PubChem)
KCNH2 3.1 inh: KCNH2 3.1 (human) potassium channel inhibition; U2OS KCNH2 3.1, thallium flux FluxOr; stronger effect = lower value; activity change, % (tested at about 1.8 µM); 0.95% of 340,000 active;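 active means maximum activity change below -70%; inconclusive means maximum activity change from -70% to -50%; inactive means maximum activity change above -50%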;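 further: thallium influx rate constant from kinetic fluorescence after stimulation buffer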
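We transduce U2OS cells with the mutant 3.1 virus, culture them overnight, load FluxOr with Red40 quencher for 45 min, then add stimulation buffer and read kinetically for 2 min to derive a normalized rate constant.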
KCNH2 WT inh: blocks the wildtype human KCNH2 potassium channel. activity change, % at 1.84 µM. 0.37% of 340,000 active. U2OS, BacMam KCNH2, thallium flux FluxOr; stronger effect = lower value;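 active means maximum activity change below -70%; inconclusive means maximum activity change between -70% and -50%; inactive means maximum activity change above -50%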
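U2OS cells were transduced with wild-type KCNH2 virus (2.03 x 10^8 / mL) for 4 h at room temperature, then cultured overnight at 37 C. Thallium flux was read with FluxOr dye. Rate constants were normalized to DMSO controls.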
* marks the source's active call; other numbers are inactive results; ? = inconclusive. On the % scale 0 is the no-effect control and ±100 the full control effect. The list is partial, so the mix of outcomes need not match the whole.

no.	structure	KCNH2 3.1 inh	KCNH2 WT inh
1	CC(=O)Nc1nc(-c2ccc(-c3ccccc3)cc2)cs1	6.1	4.3
2	CC(C)C1C(=O)N(Cc2cn(CC3CCCCC3)nn2)CCS(=O)(=O)N1Cc1ccc(-c2cccc(CO)c2)cc1 (centres undefined)	-8.3	-16.7
3	COc1ccc2c(c1)c1c(c(=O)n(-c3ccc(C)cc3)c(=O)n1CC(=O)NCC1CCCO1)n2C (centres undefined)	1.1	4.1
4	COc1ccc(C(=O)OCc2cc(=O)oc3cc(C)ccc23)cc1S(=O)(=O)N1CCOCC1	11.8	-14.2
5	CCCCn1c(N)c(N(CC(C)C)C(=O)CCN2C(=O)C3CC=CCC3C2=O)c(=O)[nH]c1=O (centres undefined)	1.7	8.9
6	CCOc1ccccc1N1CCN(CC(=O)N(C)CC(=O)Nc2ccccc2CC)CC1	5.2	-8.2
7	CC1=C(C(=O)Nc2cccc(C(=O)NCC(C)c3ccccc3)c2)SCCO1 (centres undefined)	3.2	-6.6
8	Cc1ccc(S(=O)(=O)CCC(=O)OCC(=O)Nc2cccc(S(=O)(=O)N3CCCCC3)c2)cc1	14.2	0.5
9	CCN(CC)C(=O)C1=C(C)N(Cc2ccccc2)C(=O)C(CC(=O)NCCCCc2ccccc2)C1 (centres undefined)	15.0	-2.5
10	O=C(O)c1cscc1-c1cccc2ccccc12	15.8	4.3
11	CC(C)CC1C(=O)N(Cc2cn(Cc3ccco3)nn2)CCS(=O)(=O)N1Cc1ccc(-c2ccc(Cl)cc2)cc1 (centres undefined)	-8.7	0.2
12	COc1ccc(CN2C(=O)C(CC(=O)NC3CCCC3)CC(C(=O)N(C(C)C)C(C)C)=C2C)cc1 (centres undefined)	-8.5	?
13	CCCCCC(=O)N1C[C@@H](n2cc(-c3ccc(F)cc3)nn2)[C@H](O)C[C@@H]1c1ccc(OC)cc1	5.1	3.7
14	C[C@H]1CN([C@@H](C)CO)C(=O)CCCn2cc(nn2)CO[C@@H]1CN(C)C(=O)Nc1ccc(C(F)(F)F)cc1	-16.3	4.9
15	COc1ccccc1N1CCCSC1=Nc1ccccc1	6.7	11.4
16	Cc1ccc([C@H]2C[C@@H](n3cc(COC(=O)c4ccccc4)nn3)[C@H](O)CN2CC2CCCCC2)cc1	0.4	-10.8
17	Cc1cc(C(=O)CCC(=O)Nc2cccc(F)c2)c(C)s1	-14.9	-15.7
18	O=C1CNC(c2ccccc2)C(c2ccccc2)N1 (centres undefined)	-5.6	-2.5
19	C[C@H]1CN([C@@H](C)CO)S(=O)(=O)c2ccc(Br)cc2O[C@H]1CN(C)Cc1ccccc1F	25.2	-13.3
20	C[C@H]1CN([C@@H](C)CO)C(=O)CCCn2cc(nn2)CO[C@@H]1CN(C)C(=O)Nc1ccccc1C(F)(F)F	7.3	1.5
21	CCCCCC(=O)N1C[C@@H](n2cc(C3CC3)nn2)[C@H](O)C[C@@H]1c1ccccc1	5.5	0.8
22	Cc1nc(NC(=O)c2ccccc2)sc1-c1cc(C(=O)N2CCOCC2)nn1Cc1ccccc1	-4.7	-12.3
23	NNC(=O)Cc1cccc2ccc(Cl)cc12	-27.4	-11.7
24	Clc1ccccc1NN(Cc1ccccn1)c1ccccc1Cl	-6.1	3.4

Next part, overlapping the part above by 7 compounds.
no.	structure	KCNH2 3.1 inh	KCNH2 WT inh
18	O=C1CNC(c2ccccc2)C(c2ccccc2)N1 (centres undefined)	-5.6	-2.5
19	C[C@H]1CN([C@@H](C)CO)S(=O)(=O)c2ccc(Br)cc2O[C@H]1CN(C)Cc1ccccc1F	25.2	-13.3
20	C[C@H]1CN([C@@H](C)CO)C(=O)CCCn2cc(nn2)CO[C@@H]1CN(C)C(=O)Nc1ccccc1C(F)(F)F	7.3	1.5
21	CCCCCC(=O)N1C[C@@H](n2cc(C3CC3)nn2)[C@H](O)C[C@@H]1c1ccccc1	5.5	0.8
22	Cc1nc(NC(=O)c2ccccc2)sc1-c1cc(C(=O)N2CCOCC2)nn1Cc1ccccc1	-4.7	-12.3
23	NNC(=O)Cc1cccc2ccc(Cl)cc12	-27.4	-11.7
24	Clc1ccccc1NN(Cc1ccccn1)c1ccccc1Cl	-6.1	3.4
25	CC1CCC2(CC1)NC(=O)N(CC(=O)Nc1cccc(S(=O)(=O)N(C)c3ccccc3)c1)C2=O (centres undefined)	1.8	-6.7
26	CCN(CC)C(=O)C1=C(C)N(Cc2ccc(F)cc2)C(=O)C(CC(=O)NCC2CCCCC2)C1 (centres undefined)	0.2	2.4
27	COc1ccc([C@H]2CN(c3ccc(OC)cc3)C(=O)[C@@H]2CC(=O)Nc2ccccc2)cc1	-3.4	6.5
28	C[C@H]1CN([C@@H](C)CO)S(=O)(=O)c2ccc(Br)cc2O[C@@H]1CN(C)S(=O)(=O)c1ccccc1	-5.0	-19.3
29	O=C(NCCS(=O)(=O)N1CCN(c2ccccc2)CC1)C12CC3CC(CC(C3)C1)C2	6.0	10.6
30	COc1ccccc1N1CC(C(=O)OCC(=O)c2c(N)n(C)c(=O)n(C)c2=O)CC1=O (centres undefined)	4.9	36.2
31	CCOC(=O)c1c(C)[nH]c(C(=O)OCc2nc3ccsc3c(=O)[nH]2)c1C	1.0	2.7
32	CCN1C(=O)[C@H]2[C@@H](c3ccc(C)cc3)N[C@]3(CCCN(Cc4ccco4)C3=O)[C@H]2C1=O	14.4	-14.6
33	Cc1ccccc1-c1n[nH]nc1C1=CC(=O)CC(C)(C)C1	10.7	0.0
34	COc1ccccc1N1CCN(CC(=O)NC(=O)NCc2ccccc2)CC1	-6.1	7.6
35	O=C(OCc1cn([C@H]2CN(Cc3cccs3)[C@@H](c3ccc(Cl)cc3)C[C@@H]2O)nn1)c1ccccc1	28.0	-7.8
36	COc1cccc(C(=O)Nc2ccc3nc4n(c(=O)c3c2)CCCCC4)c1	-7.4	3.8

Excerpt: nos. 31 to 34
no.	structure	KCNH2 3.1 inh	KCNH2 WT inh
31	CCOC(=O)c1c(C)[nH]c(C(=O)OCc2nc3ccsc3c(=O)[nH]2)c1C	1.0	2.7
32	CCN1C(=O)[C@H]2[C@@H](c3ccc(C)cc3)N[C@]3(CCCN(Cc4ccco4)C3=O)[C@H]2C1=O	14.4	-14.6
33	Cc1ccccc1-c1n[nH]nc1C1=CC(=O)CC(C)(C)C1	10.7	0.0
34	COc1ccccc1N1CCN(CC(=O)NC(=O)NCc2ccccc2)CC1	-6.1	7.6

3 compounds drawn at random from those above, as already listed:
no.	structure	KCNH2 3.1 inh	KCNH2 WT inh
11	CC(C)CC1C(=O)N(Cc2cn(Cc3ccco3)nn2)CCS(=O)(=O)N1Cc1ccc(-c2ccc(Cl)cc2)cc1 (centres undefined)	-8.7	0.2
19	C[C@H]1CN([C@@H](C)CO)S(=O)(=O)c2ccc(Br)cc2O[C@H]1CN(C)Cc1ccccc1F	25.2	-13.3
24	Clc1ccccc1NN(Cc1ccccn1)c1ccccc1Cl	-6.1	3.4

(cont.)
no.	structure	KCNH2 3.1 inh	KCNH2 WT inh
37	O=C(COC(=O)c1ccccc1)NCCCCc1ccccc1	-14.9	-2.1
38	Nc1ccn([C@@H]2O[C@H](CNCc3cc(Cl)ccc3OCc3ccc(Cl)cc3)[C@@H](O)[C@H]2O)c(=O)n1	7.4	-11.0
39	CC(=O)Nc1ccc(SCC(=O)NC(=O)c2ccc(Cl)cc2)cc1	-9.7	1.9
40	C[C@H]1CN([C@@H](C)CO)S(=O)(=O)c2ccc(C#CC3CC3)cc2O[C@H]1CN(C)C(=O)c1cccnc1	-1.7	7.0
41	CN(CC(=O)Nc1ccc(F)c(F)c1F)C(=O)C1CCCN1C(=O)c1cccs1 (centres undefined)	-6.4	4.9
42	COc1cc(NC(=O)CNC(=O)Cn2cnc3sc(C)c(C)c3c2=O)cc(OC)c1OC	-1.0	-0.7
43	C[C@H]1CN([C@@H](C)CO)S(=O)(=O)c2ccc(Br)cc2O[C@H]1CN(C)Cc1ccc(F)cc1	4.5	6.9
44	Cc1ccc(NS(=O)(=O)c2ccc(C)c(NC(=O)c3ccc(S(=O)(=O)N4CCCCCC4)cc3)c2)c(C)c1	1.0	-4.9
45	Cc1ccc(S(=O)(=O)NCc2nnnn2-c2ccc(F)cc2)cc1	-20.2	-7.6
46	Cc1nccn1CC(=O)c1ccccc1	3.5	6.2
47	O=C(O)C(=Cc1cccc([N+](=O)[O-])c1)c1ccccc1	1.2	-6.8
48	CCN1C(=O)[C@H]2[C@@H](c3ccccc3)N[C@]3(CCCN(Cc4ccc(C)cc4)C3=O)[C@H]2C1=O	28.9	-20.4
49	CCc1cccc(CC)c1N1C(=O)COCC1=O	12.0	-14.7
50	O=C(COC(=O)c1ccco1)Nc1cccc(S(=O)(=O)N2CCOCC2)c1	2.1	-5.4
51	C[C@@H]1CN([C@H](C)CO)C(=O)CCCn2cc(nn2)CO[C@H]1CN(C)S(=O)(=O)c1ccc(C#N)cc1	-3.8	-4.1
52	COc1ccccc1N1CCN(C(=O)CCCn2c(=S)[nH]c3ccccc3c2=O)CC1	15.7	-5.0
53	O=C(Nc1oc2ccccc2c(=O)c1-c1ccc2c(c1)OCO2)c1ccco1	-11.2	-0.4
54	O=Nc1c(O)cc(O)c2ccccc12	4.4	-0.1
55	C[C@H](CO)N1C[C@H](C)[C@H](CN(C)C(=O)Nc2ccc3c(c2)OCO3)Oc2ncc(Br)cc2C1=O	12.1	4.0
56	Cc1[nH]c(=O)[nH]c(=O)c1NC(=O)c1ccccc1[N+](=O)[O-]	-9.6	-16.9
57	O=C(c1ccc(F)cc1)N1CCC(C(=O)N2CCCc3ccccc32)CC1	6.7	-8.3
58	COc1ccc([C@H]2C[C@H](n3cc(-c4ccc(F)cc4)nn3)[C@@H](O)CN2C(=O)C2CCCCC2)cc1	-10.0	-4.0
59	CS(=O)(=O)Nc1ccc2c(c1)[C@@H]1C[C@@H](CC(=O)NCc3cccnc3)O[C@H](CO)[C@@H]1O2	38.4	-11.8
60	CCN(CC)C(=O)C1=C(C)N(Cc2ccc(C(C)(C)C)cc2)C(=O)C(CC(=O)NCCc2ccccn2)C1 (centres undefined)	10.7	1.9
61	O=C(O)c1ccccc1-c1ccc([N+](=O)[O-])cc1Cl	-6.4	-19.8
62	COc1ccc(C)cc1NC(=O)COC(=O)Cc1c[nH]c2ccccc12	-1.4	-5.5
63	COc1cccc(-c2cc3nc(-c4ccccc4)cc(N4CCN(C(=O)c5ccoc5)CC4)n3n2)c1	3.3	2.4
64	COc1ccc(CC(=O)Nc2cc(F)ccc2F)cc1S(=O)(=O)N1CCOCC1	10.9	-6.4
65	O=C(O)c1ccc(NC2=C/C(=N/S(=O)(=O)c3cccs3)c3ccccc3C2=O)cc1	8.9	-5.5
66	COC(=O)N(C)C[C@@H]1OCc2cnnn2CCCC(=O)N([C@H](C)CO)C[C@H]1C	-3.9	-4.3
67	COC(=O)N(C)C[C@@H]1OCc2cn(nn2)CCCC(=O)N([C@@H](C)CO)C[C@H]1C	-4.0	-2.3
68	CC1CN(C(=O)c2cccc(NS(=O)(=O)c3ccc(Br)cc3)c2)CC(C)O1 (centres undefined)	16.4	14.0
69	Cc1cccc(NC(=O)c2sc3nc(C)nc(N4CCOCC4)c3c2C)c1	4.6	-4.4
70	Cc1ccccc1S(=O)(=O)N(C)C[C@@H]1OCc2cnnn2CCCC(=O)N([C@@H](C)CO)C[C@H]1C	-0.2	-1.8
71	O=C(NCCCN1CCOCC1)c1cc(S(=O)(=O)N2CCCCC2)ccc1Cl	7.1	-7.4
72	O=C(Cn1ccc(=O)[nH]c1=O)c1ccc([N+](=O)[O-])o1	-7.3	-0.2
